D2 antagonist: D2 dopamine receptor (human) antagonism; P14416; HEK293 TREx D2 cells, calcium flux, dopamine EC80; inhibition, % at 10 µM; actives 2% (n = 340,000); AID 485344; in the data active = inhibition above about 30%; also: 0% is about no effect
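Tetracycline-induced HEK293 T-REx cells expressing D2 force-coupled to calcium signalling were dye-loaded, exposed to compound for 180 s, then challenged with an EC80 of dopamine; calcium flux was followed kinetically for a further 180 s.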
D1 antagonist: antagonists of human D1 dopamine receptor; HEK293 TREx D1 cells, calcium flux, dopamine EC80; stronger effect = lower value; activity change, negative = inhibition, % at 10 µM; actives 3.2% (n = 360,000); P21728; in the data active = activity change below about -30%; also: % is scaled to controls: 0 for no effect and ±100 for the full control effect
Target sequence (P21728 whole entry, looked up): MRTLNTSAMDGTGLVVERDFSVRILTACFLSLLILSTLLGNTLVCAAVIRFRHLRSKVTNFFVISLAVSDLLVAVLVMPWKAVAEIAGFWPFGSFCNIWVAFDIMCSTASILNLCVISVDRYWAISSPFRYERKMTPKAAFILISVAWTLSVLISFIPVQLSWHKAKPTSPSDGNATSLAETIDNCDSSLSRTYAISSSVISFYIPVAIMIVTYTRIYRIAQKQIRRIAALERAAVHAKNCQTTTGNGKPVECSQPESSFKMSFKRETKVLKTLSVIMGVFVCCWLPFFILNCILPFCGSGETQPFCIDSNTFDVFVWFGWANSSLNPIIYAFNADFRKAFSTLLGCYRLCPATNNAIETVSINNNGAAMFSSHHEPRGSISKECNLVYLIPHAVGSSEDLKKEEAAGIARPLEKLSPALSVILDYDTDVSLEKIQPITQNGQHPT
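Cells carrying a force-coupled, tetracycline-inducible human D1 receptor report calcium flux. Each well gets a 10 s baseline, compound with 180 s monitoring, then an EC80 dopamine stimulus with a second 180 s kinetic read.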
TRHR ag: TRH receptor (human) agonism | actives 0.18% (n = 360,000) | P34981 | AID 493084 | TRHR cells, calcium flux fluo-8, FDSS agonist mode | activation, % at 2 µM; also: 0% is about no effect
Target sequence (P34981 whole entry, looked up): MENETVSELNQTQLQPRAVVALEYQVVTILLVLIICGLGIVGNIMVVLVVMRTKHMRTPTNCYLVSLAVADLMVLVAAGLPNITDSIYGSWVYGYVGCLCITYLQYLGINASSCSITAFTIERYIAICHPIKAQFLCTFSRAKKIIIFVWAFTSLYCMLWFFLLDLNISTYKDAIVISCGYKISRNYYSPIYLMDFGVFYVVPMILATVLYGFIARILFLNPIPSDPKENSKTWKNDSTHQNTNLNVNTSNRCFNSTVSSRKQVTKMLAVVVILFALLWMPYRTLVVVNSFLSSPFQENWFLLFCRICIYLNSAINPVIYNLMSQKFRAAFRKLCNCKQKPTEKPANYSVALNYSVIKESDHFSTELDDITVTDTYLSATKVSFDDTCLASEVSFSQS
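In this calcium-flux screen, cells bearing human TRHR are dye-loaded with fluo-8, baselined for 10 cycles, then exposed to library compounds; positive kinetic calcium responses during the agonist phase mark hits, with TRH as control.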
D1 PAM: potentiators of human D1 dopamine receptor; P21728; actives 0.036% (n = 360,000); HEK293 TREx D1 cells, calcium flux, dopamine EC20 potentiation; potentiation, % at 10 µM; in the data active = potentiation above about 30%; also: 0% is about no effect
D2 potentiator: positively modulates the human D2 dopamine receptor allosterically; HEK293 T-REx D2, calcium flux, EC20 dopamine potentiation; P14416; potentiation, % at 10 µM; actives 0.34% (n = 340,000);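 active = potentiation over 3 SD above the plate norm, cut at about 30% in these data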; also: 0% is about no effect
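Cells plated with tetracycline inducer and held overnight at 30 C; calcium dye loaded 30–90 min at room temperature; baseline taken, compound added and read 180 s; EC20 dopamine then added and read 180 s.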
D2 agonist: agonists of human D2 dopamine receptor | activation, % at 2 µM | HEK293 T-REx D2 cells, calcium flux agonist mode | AID 485358 | actives 0.53% (n = 340,000);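 active = activation over 3 SD above normal in the single-dose calcium agonist read, cut at about 30% in these data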; also: 0% is about no effect
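Agonism is scored from calcium flux in a force-coupled, inducible HEK293 cell line expressing D2, read kinetically for 180 s after compound addition against dopamine controls.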
RXFP1 antag: blocks the human relaxin receptor RXFP1. Q9HBX9. activity change, negative = inhibition, % at 57.5 µM. AID 1259400. HEK293-RXFP1, relaxin-stimulated cAMP HTRF, 30 min; stronger effect = lower value. actives 0.59% (n = 350,000);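 active = activity change of -60% or lower, but not beyond a set lower limit; inconclusive = change between -60% and -40%, or beyond the set limit; inactive = change above -40%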; also: % is scaled to controls: 0 for no effect and ±100 for the full control effect
D1 agonist: activates the human D1 dopamine receptor; actives 1% (n = 360,000); HEK293 T-REx D1 cells, calcium flux, agonist mode; activation, % at 2 µM; also: 0% is about no effect
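Inducible HEK293 T-REx D1 cells, force-coupled to calcium signalling, were plated at 4000 cells/well with tetracycline and held overnight at 30 C. After no-wash calcium dye loading, compound-evoked calcium rise over 180 s flagged agonists.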
TRHR PAM: TRH receptor (human) allosteric enhancement | P34981 | TRHR cells, fluo-8 calcium fluorescence, EC20 TRH enhancement | enhancement, % at 2 µM | actives 0.66% (n = 360,000); in the data active = enhancement above about 30%; also: 0% is about no effect
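Enhancer read-out: after compound pinning and an initial kinetic agonist-mode read, an EC20 of TRH (10 nM final) was injected and fluo-8 calcium signal (Ex 480/Em 530) followed at 1 s/cycle for 100 cycles in TRHR-expressing cells.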
Starred values were filed as active, the others as inactive; ? = inconclusive; · = not tested or not shown; & = joins results of further samples. Rule as the data show it, unless noted: active = activation above about 30%; inactive = the rest.

SMILES | D2 antagonist | D1 antagonist | TRHR ag | D1 PAM | D2 potentiator | D2 agonist | RXFP1 antag | D1 agonist | TRHR PAM
CCO[C@H]1OC(C(=O)N2CCN(C)CC2)=C[C@@H](c2csc3ccccc23)[C@@H]1CCCO | -3 | 24 | -0.1 | -3 | -5 | -0.1 | · | -2 | 1
COc1cccc(C2(O)CC(C(F)(F)F)=NN2C(=O)c2ccccn2)c1 (stereo unspecified) | 9 | 8 | 0.3 | 4 | 11 | -0.1 | 0 | 2 | -2
CC(=O)OC1CC2(C)C(=O)CCC2C2CCc3cc(O)ccc3C12 (stereo unspecified) | 14 | 13 | -0.7 | -1 | -13 | -0.1 | -8 | 2 | 2
COc1ccc(C(=O)NCCS(=O)(=O)NCc2ccc(C)cc2)cc1 | 7 | -11 | -0.1 | -4 | -10 | 0.1 | -14 | 0 | 6
CCO[C@H]1OC(C(=O)N2CCN(Cc3ccccc3)CC2)=C[C@@H](c2coc3ccccc3c2=O)[C@@H]1CCCO | -10 | 6 | -0.2 | 0 | -3 | 0.1 | · | -4 | 1
CCC(C)Oc1nc(C)cc(C)c1S(=O)(=O)c1ccccc1C (stereo unspecified) | 23 | 3 | -0.2 | -1 | 11 | 0.5 | -11 | 10 | -1
CCOc1ccc(-n2nc(CO)c(C(=O)NCc3cccnc3)n2)cc1 | · | 12 | -0.7 | 1 | 2 | -0.4 | 8 | 0 | 16
C/C(=N\Nc1ccc(C(=O)O)cc1)c1ccc(Cl)s1 | -3 | 4 | 0.8 | 0 | 2 | -0.4 | 3 | 50* | 0
CCOC(=O)c1c(C)[nH]c(C)c1S(=O)(=O)NCCCN1CCOCC1 | 11 | 10 | 0.4 | 1 | -11 | -0.2 | -27 | 1 | 5
CCC1Oc2ccc(C)cc2N(CC(=O)NCc2ccc(F)cc2)C1=O (stereo unspecified) | · | -15 | -0.1 | -1 | -7 | · | -8 | -2 | -7
Cc1ccc(-n2ccnc(SCC(=O)NC3CCCC3)c2=O)cc1Cl | 0 | 0 | -1.0 | 2 | -17 | -2.1 | 0 | 6 | -5
CCCC(=O)Nc1sc2c(c1C#N)CC(C)(C)NC2(C)C | 3 | -6 | 0.0 | -2 | 1 | 0.5 | 12 | -3 | 5
CCOc1cccc(C(c2c(C)n(C)n(-c3ccccc3)c2=O)c2c(C)n(C)n(-c3ccccc3)c2=O)c1OC | · | 25&3 | -0.1&-0.7 | -6&-2 | 0 | 0.5 | 0&-4 | 2&0 | -4&1
CCOC(=O)N1CCC(NC(=O)CC2C(=O)NCCN2Cc2ccccc2)CC1 (stereo unspecified) | -19 | 12 | 0.6 | 0 | 8 | 0.3 | -9 | 1 | 9
CCC(Oc1ccccc1)C(=O)Nc1ccc(OCc2cc(=O)n3ccccc3n2)cc1 (stereo unspecified) | · | -5 | -0.7 | 0 | · | -0.5 | 12 | -1 | -10
Cc1cccc(C)c1NC(=O)Cn1nnc(C(=O)NCc2ccc(F)cc2)c1N | · | -6 | 0.8 | 2 | 6 | 1.3 | 1 | 0 | 6
CCSc1nnc(-c2ccncc2)n1Cc1ccccc1 | 3 | -1 | -0.4 | -17 | -10 | 0.1 | 11 | 1 | -6
C/C(O)=c1/c(=O)nc2cccc3c2=c1c1ccccc1c3=O | -13 | 1 | 2.4 | 2 | 8 | 1.8 | 16 | 2 | 3
O=C(N/N=C/c1c[nH]c2ccccc12)c1cccc([N+](=O)[O-])c1 | -9 | -18 | 0.2 | -13 | -9 | 0.2 | 7 | 1 | -8
N#C/C(=C\c1ccncc1)c1ccc(NC(N)=O)cc1 | 6 | -8 | 0.3 | -8 | -3 | 0.9 | 20 | 2 | 1
Cc1ccc(NC(=S)N(CCN2CCOCC2)Cc2cc3cc4c(cc3[nH]c2=O)OCCO4)cc1 | 2 | -1 | -0.2 | 5 | -7 | -0.6 | -10 | 5 | 8
O=C1CCCC2=C1C1c3ccccc3C(=O)N1c1ccc(C(=O)c3ccccc3)cc1N2 (stereo unspecified) | 6 | -3 | -1.4 | -2 | 6 | -0.2 | 2 | 10 | 12
C/C=C/C(=O)OCC(=O)Nc1ccc(C)c(S(=O)(=O)N(C)C)c1 | -2 | 0 | 0.0 | -3 | 19 | 0.8 | -25 | 5 | -6
Nc1cc(N2CCCCC2)c(Cl)cc1[N+](=O)[O-] | 7 | 7 | 0.6 | 3 | -2 | 3.1 | 0 | 1 | 13
COC(=O)c1ccc(OCC(=O)c2cccc(OC)c2)cc1 | 3 | -13 | -0.1 | -5 | 3 | 2.0 | -2 | 10 | 7
CCC(C)NC(C(=O)Nc1ccc(Cl)c([N+](=O)[O-])c1)c1ccccc1 (stereo unspecified) | -8 | -11 | 0.2 | -3 | 1 | 1.9 | -21 | 5 | 1
CC(C)C(C)NC(=O)CN1C(=O)NC2(CCCCCC2)C1=O (stereo unspecified) | 5 | 21 | 0.0 | 0 | 1 | 0.7 | 12 | 0 | -13
COc1ccc(-n2cnc3cc(NS(=O)(=O)c4ccccc4)ccc32)cc1 | -15 | -2 | 0.1 | -5 | 16 | 2.0 | 16 | 1 | -2
O=C(Nc1ccnn1C1CCN(C2CCCC2)CC1)c1ccccc1Cl | 14 | -10 | 0.3 | -5 | 8 | 0.5 | 6 | 2 | 0
COc1cccc(C(=O)Nc2ccc(-n3nncc3-c3ccccc3)cc2)c1 | · | 10 | 0.7 | 2 | 0 | 0.1 | -23 | 4 | -12
O=C1c2ccccc2C(=O)N1c1ccc(Br)c2cccnc12 | -10 | -3 | 0.1 | 10 | 3 | 0.7 | 5 | 2 | 2
COc1ccccc1N1CCN(c2ncnc3c2cnn3-c2ccc(C)cc2)CC1 | · | -10 | -0.2 | -3 | · | -0.4 | -7 | -1 | -3
O=C(COC(=O)Cc1cccc(F)c1)NCCc1ccccc1 | 14 | -68* | -1.1 | -4 | -3 | -0.2 | -12 | 1 | -5
O=C(C1CCC(CNc2nc(=S)[nH]c3ccccc23)CC1)N1CCN(c2ccc(F)cc2)CC1 (stereo unspecified) | 19 | 24 | -0.1 | -7 | 4 | -0.5 | ? | 0 | 2
COc1ncc(-c2ccc3c(c2)S(=O)(=O)c2cccc(C(=O)O)c2C3=O)cn1 | · | -6 | -0.2 | -2 | 12 | · | · | -1 | 15
CCCCc1nc2sc3c(c2c(=O)n1NC(=O)c1ccco1)CC(C)(C)OC3 | -3 | 24 | -0.8 | -2 | 6 | 0.4 | 5 | 2 | -2
CCn1cc(/C=N\NC(=O)c2ccc(Cl)cc2)cn1 | · | -5 | -0.2 | -4 | · | · | -13 | 0 | 0
COc1ccc(N2C(=O)c3ccc(NC(C)=O)cc3C2=O)cc1 | -15 | -3 | -0.4 | -3 | 0 | -0.2 | -6 | 2 | 2
Cc1cccc(C)c1NC(=S)N(Cc1cccs1)C1CCCC1 | · | -7 | 0.1 | 1 | · | · | 7 | 2 | -15
Cc1sc(NC(=O)c2ccccc2)c(C(=O)c2ccccc2)c1C | 1 | -1 | 0.6 | -8 | 2 | -0.7 | -31 | 4 | -7
CC(=O)Nc1cccc(-c2cc(C)c3cc4c(cc3n2)OCO4)c1 | -11 | 24 | -1.1 | -6 | 6 | 0.1 | -5 | -1 | -3
CCOc1ccc(C(=O)N2CCC(c3ccncc3)CC2)cc1 | · | -11 | -0.6 | -3 | -13 | -0.2 | -3 | 3 | -6
COCCOC(=O)C1=C(C)NC(=O)NC1c1ccc(OC(=O)c2ccco2)c(OC)c1 (stereo unspecified) | 16 | -2 | -0.2 | -2 | -8 | 0.5 | 7 | 2 | 5
C=CCNc1ncnc2c1cnn2-c1ccc(C)cc1C | -18 | 17 | -1.1 | 4 | 6 | -1.5 | · | -1 | 11
CN(C)S(=O)(=O)c1cc(NC(=O)Cn2ccsc2=N)ccc1Cl | -13 | -30* | -0.5 | -3 | -17 | 0.2 | -1 | 1 | -5
Cc1cc(NC(=O)C2CCN(S(=O)(=O)c3cnc[nH]3)CC2)ccc1Br | 17 | 25 | 0.2 | 2 | -8 | 0.2 | -12 | 3 | -6
COC(=O)c1c(NC(=O)C2CCCCC2C(=O)O)sc2c1CCCCC2 (stereo unspecified) | -3 | -4 | 0.7 | 6 | 0 | 0.2 | -3 | 2 | 2
C/C(=N\NC(=O)c1cccc(Br)c1)c1cccnc1 | -17 | -15 | -0.5 | -4 | 3 | 0.3 | 2 | 0 | -2
CCN1CCN(Cc2ccc(NC(=O)Nc3cccs3)cc2)CC1 | 16 | -1 | 0.9 | -11 | -12 | -0.1 | -2 | 2 | 0
O=[N+]([O-])c1cccc(-c2noc3c2-c2nc(Cc4cccc5ccccc45)sc2CC3)c1 | 1 | -9 | -0.3 | 2 | -3 | -0.1 | · | 5 | -4

(listing goes on)
SMILES | D2 antagonist | D1 antagonist | TRHR ag | D1 PAM | D2 potentiator | D2 agonist | RXFP1 antag | D1 agonist | TRHR PAM
Cc1ccc(CN2CCC(CNC(=O)c3cnn(-c4ccc(C)cc4)c3C3CCN(C(=O)OC(C)(C)C)CC3)CC2)cc1 | · | 1 | -1.5 | 0 | 9 | 0.2 | -17 | 33* | 23
COc1cccc(/C=N/NC(=O)CNC(=O)C2COc3ccccc3O2)c1O (stereo unspecified) | 19 | -15 | -0.4 | -5 | -12 | -0.9 | -10 | -1 | 1
OC(CCN1CCOCC1)(c1ccc(Cl)cc1)C1CCCCC1 (stereo unspecified) | 0 | 7 | -1.9 | -3 | -12 | 0.0 | -36 | 6 | -17
CC(C)CCn1c(=O)c2sccc2n2c(CCCC(=O)N3CCN(c4ccccn4)CC3)nnc12 | -6 | 13 | 0.9 | 0 | 7 | -1.0 | -13 | 1 | 0
CC(C)N(C(=O)CN1C(=O)C(=O)c2ccccc21)c1ccccc1 | 36* | -3 | 2.1 | 1 | 0 | 2.1 | 1 | 3 | 2

Full records, quoted from the list:
`CC(C)CCn1c(=O)c2sccc2n2c(CCCC(=O)N3CCN(c4ccccn4)CC3)nnc12` in the list: D2 antagonist: -6; D1 antagonist: 13; TRHR ag: 0.9; D1 PAM: 0; D2 potentiator: 7; D2 agonist: -1.0; RXFP1 antag: -13; D1 agonist: 1; TRHR PAM: 0
`OC(CCN1CCOCC1)(c1ccc(Cl)cc1)C1CCCCC1` (stereo unspecified) in the list: D2 antagonist: 0; D1 antagonist: 7; TRHR ag: -1.9; D1 PAM: -3; D2 potentiator: -12; D2 agonist: 0.0; RXFP1 antag: -36; D1 agonist: 6; TRHR PAM: -17
`COc1cccc(/C=N/NC(=O)CNC(=O)C2COc3ccccc3O2)c1O` (stereo unspecified) in the list: D2 antagonist: 19; D1 antagonist: -15; TRHR ag: -0.4; D1 PAM: -5; D2 potentiator: -12; D2 agonist: -0.9; RXFP1 antag: -10; D1 agonist: -1; TRHR PAM: 1

Bioassay records deposited in PubChem BioAssay by National Center for Advancing Translational Sciences (NCATS).
